Compound activity deposited in PubChem BioAssay by several laboratories.
GSK3beta inhib = blocks human GSK3beta kinase activity; P49841; GST-GSK3beta kinase, ADP-Glo luminescence, 60 min; stronger effect = lower value; activity score (negative = inhibition), % at 10 µM; 0.038% of 300,000 active; AID 2097;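 active = more than half of replicate wells score below -50%, meaning over 50% inhibition versus plate controls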;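 note: 0% = median DMSO wells and -100% = median GW8510 positive control wells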
Target sequence (P49841 whole entry, looked up): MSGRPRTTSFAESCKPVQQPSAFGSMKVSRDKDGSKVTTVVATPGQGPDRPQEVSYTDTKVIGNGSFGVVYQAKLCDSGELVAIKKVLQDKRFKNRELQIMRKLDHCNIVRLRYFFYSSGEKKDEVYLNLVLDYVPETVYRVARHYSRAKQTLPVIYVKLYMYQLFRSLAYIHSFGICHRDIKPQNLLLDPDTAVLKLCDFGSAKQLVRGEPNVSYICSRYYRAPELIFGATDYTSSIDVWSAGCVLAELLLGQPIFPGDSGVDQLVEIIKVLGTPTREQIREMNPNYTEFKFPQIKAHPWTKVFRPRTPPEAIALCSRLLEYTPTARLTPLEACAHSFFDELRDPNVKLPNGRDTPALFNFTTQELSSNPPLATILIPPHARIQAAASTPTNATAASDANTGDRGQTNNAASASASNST
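test system = GST-tagged human GSK3beta kinase, cell-free | reagent = 25 µM ATP with peptide substrate | dosing = one dose of 10 µM per compound | schedule = 60 min reaction, RT | detection = luminescent ADP-Glo measurement of ADP formed | control set = DMSO neutral wells and GW8510 at 20 µM as positive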
HSP90 refold inh = inhibitors of HSP90 luciferase refolding in rabbit reticulocyte lysate. 0.91% of 290,000 active. luciferase refolding luminescence, 3 h. AID 1789. inhibition, % at 5.6 µM;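 active = inhibition above the screen-wide mean plus 3 SD, computed separately per campaign, cut at about 16% in these data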;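 note: 0% = DMSO wells and 100% = 60 µM geldanamycin wells; inhibitors lower the luminescence because luciferase stays unfolded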
HDAC3 inhib = inhibitors of human histone deacetylase 3. O15379. recombinant HDAC3, fluorogenic peptide/trypsin coupled, fluorescence. inhibition, % at 8.3 µM. 0.15% of 320,000 active. AID 2718; in the data active = inhibition above about 26%, passing the limit was not always enough
Target sequence (O15379 whole entry, looked up): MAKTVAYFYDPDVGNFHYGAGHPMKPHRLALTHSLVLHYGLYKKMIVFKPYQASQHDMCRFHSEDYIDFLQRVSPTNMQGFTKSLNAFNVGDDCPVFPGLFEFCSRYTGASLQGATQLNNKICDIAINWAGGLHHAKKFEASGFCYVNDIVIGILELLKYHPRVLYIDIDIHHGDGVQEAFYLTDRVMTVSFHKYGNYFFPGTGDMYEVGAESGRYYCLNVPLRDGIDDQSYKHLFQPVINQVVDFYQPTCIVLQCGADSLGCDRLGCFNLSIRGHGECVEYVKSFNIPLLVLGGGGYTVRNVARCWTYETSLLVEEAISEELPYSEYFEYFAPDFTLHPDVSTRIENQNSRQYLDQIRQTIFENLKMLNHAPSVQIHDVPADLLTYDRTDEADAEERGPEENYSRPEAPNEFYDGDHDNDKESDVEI
HSF-1 act = increases HSF-1 driven luciferase reporter signal; activation, % at 9 µM; NIH3T3-HGL HSF-1 luciferase reporter, MG132, 8 h; 100% = twice DMSO control signal; AID 504408; 1.7% of 300,000 active;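 active = mean replicate activation of at least 50% with a set share of replicates each reaching 50%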;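 note: 0% = median of the neutral control wells and 100% = twice that signal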
Platelet DG rel = modulates dense granule release in human platelets. inhibition, %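 (compounds screened at 7.5 µM in platelet-rich plasma)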. 0.22% of 300,000 active. human platelet-rich plasma, SFLLRN dense granule ATP release, luminescence;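 active = mean replicate score, as percent of positive control, at or above 50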
HSF1 inh = HSF1 inhibition. NIH3T3-HGL HSE-luciferase, MG132-induced, luminescence 8 h; stronger effect = lower value. activity change, negative = inhibition, % at 7.5 µM (by protocol). 0.77% of 300,000 active;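 active = more than half of replicate wells show activity change below -50%, luminescence cut by over half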;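 note: luciferase reports HSF-1 transcriptional activity via heat shock element; 0% = median of DMSO wells and -100% = zero luminescence signal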
PolyA inhibitor = inhibitors of polyadenylation in S. cerevisiae | S. cerevisiae SKY197-pL101 polyadenylation reporter, beta-gal luminescence; efflux-impaired pdr1/pdr3 knockout yeast; score 100 = 6 SD above DMSO | calls only at 12 µM | 0.02% of 300,000 active | AID 1875;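 active = lowest replicate activity score at least 50, where 100 means six control SD above control mean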;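 note: yeast exposed to compound for 9 h at 30 °C; higher score means more reporter readthrough which indicates perturbed polyadenylation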
AI-2 QS modul = Vibrio harveyi AI-2 quorum sensing modulation. Vibrio harveyi JMH597 AI-2 luminescence/OD600 ratio, 9 h; stronger effect = lower value; strain lacks LuxN and CqsS sensors; 0 = neutral-control median. activity change, % at 7.5 µM. 0.4% of 300,000 active. AID 2094; in the data active = activity change below about -75%, passing the limit was not always enough;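 note: luminescence divided by OD600 gain over 9 h not by final OD600 alone; inactives centre near 13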
Dyrk1A ADPGlo = blocks rat Dyrk1A kinase activity; Q63470; ADP-Glo luminescence, NFATc1 peptide; inhibition, % at 12.5 µM; 0.43% of 310,000 active; in the data active = inhibition above about 50%;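 note: plate controls were vehicle with enzyme for no effect and no enzyme for full effect; many of its hits are not listed in these tables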
GSK3 alpha inh = human GSK-3 alpha kinase inhibition; P49840; ADP-Glo luminescence, 60 min; inhibition, % at 10 µM; 0.1% of 320,000 active; AID 2650;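 in the data active = inhibition above about 50%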;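 note: GST-tagged GSK-3 alpha with peptide substrate and 25 µM ATP; 0% = DMSO neutral wells and 100% = GW8510 positive control wells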
The depositor's hits bear a star; i = inactive; / = no result given. Only part of the results is shown; rates above refer to the full screens.

The first 2 records, to show the layout:
SMILES	GSK3beta inhib	HSP90 refold inh	HDAC3 inhib	HSF-1 act	Platelet DG rel	HSF1 inh	PolyA inhibitor	AI-2 QS modul	Dyrk1A ADPGlo	GSK3 alpha inh
O=C(Nc1ccc(S(=O)(=O)Nc2ccccc2)cc1)C1COc2ccccc2O1 (stereo not given)	-1	-3	13	-1	-3	3	i	10	-1	-3
COc1ccccc1OCC(=O)Nc1cc(NC(=O)COc2ccccc2OC)cc(C(=O)O)c1	2	0	-1	-2	-1	-2	i	11	1	-1

The list itself (from the top)
SMILES	GSK3beta inhib	HSP90 refold inh	HDAC3 inhib	HSF-1 act	Platelet DG rel	HSF1 inh	PolyA inhibitor	AI-2 QS modul	Dyrk1A ADPGlo	GSK3 alpha inh
O=C(Nc1ccc(S(=O)(=O)Nc2ccccc2)cc1)C1COc2ccccc2O1 (stereo not given)	-1	-3	13	-1	-3	3	i	10	-1	-3
COc1ccccc1OCC(=O)Nc1cc(NC(=O)COc2ccccc2OC)cc(C(=O)O)c1	2	0	-1	-2	-1	-2	i	11	1	-1
CCOc1ccc2oc(C(=O)NC(C)(C)CC)c(C)c2c1	-2	0	-6	40	7	4	/	10	2	-1
O=C(O)c1ccc(Cl)c(S(=O)(=O)NCc2ccco2)c1	4	1	3	-4	4	4	i	15	7	-1
O=S(=O)(N/N=C\c1ccc(-c2ccccc2Cl)o1)c1ccccc1	2	2	7	-23	-4	-4	i	43	-6	-2
[O-]/C(=C(\C(=S)Nc1ccc(SC(F)F)cc1)[n+]1ccccc1)c1ccc(Cl)cc1Cl	1	-4	0	16	-1	-3	i	29	-2	-2
Cc1cc(=O)[nH]c(N/N=C/C(C)c2ccccc2)n1 (stereo not given)	3	4	2	-20	0	-4	i	19	-2	-2
O=C(NC(=S)Nc1ccc(CN2CCOCC2)cc1)c1ccc(-c2ccc(Cl)cc2)o1	1	-1	-2	-4	6	1	i	-2	/	-1
CCOc1ccc(NC(=O)CN2CCN(CC(=O)Nc3ccc4c(c3)OCCO4)CC2)cc1	/	0	4	/	/	/	/	/	-2	-1
COc1cc2c(cc1OC)CN(CCC(=O)c1ccc(Br)cc1)CC2	3	0	0	36	3	12	i	13	1	-1
O=C(c1ccccn1)N1CCCC(N2CCN(c3cccc(C(F)(F)F)c3)CC2)C1 (stereo not given)	3	0	17	-6	-5	2	i	8	6	-1
CC(C)(C)c1cc[n+](-c2[nH]c(=O)sc2/C=N/N=C(\[O-])c2ccccc2)cc1	-1	0	8	-11	4	2	i	16	-4	-1
Cc1ccc(Sc2cnc3ccccc3n2)cc1	2	-4	-6	36	-2	10	i	-3	7	/
Cc1cc(=S)[nH]c2ccccc12	0	-1	2	10	16	6	i	7	14	-3
O=C(N/N=C/c1ccc(Br)s1)c1ccccc1[N+](=O)[O-]	-1	0	7	12	1	7	i	26	-5	/
O=C(C[n+]1cccc(/C=N/O)c1)N(Cc1ccccc1)Cc1ccccc1	0	-3	4	1	0	-1	i	24	9	0
O=C(c1cc(COc2ccc(F)cc2Cl)on1)N1CCC(c2ccncc2)CC1	1	-2	2	-11	-5	-16	i	21	5	0
Cc1onc(-c2ccccc2)c1C(=O)Nc1nnc(N2CCCCCC2)s1	4	4	2	-5	-1	-5	i	19	7	-1
CC(C)CC(C(=O)O)N1C(=O)[C@@H]2[C@H](C1=O)[C@@H]1C[C@H]2C(Br)C1Br (stereo not given in full)	0	6	6	1	-10	0	i	-1	-2	0
CSc1ncc(Cl)c(C(=O)Nc2ccccc2[N+](=O)[O-])n1	2	-4	7	2	-3	-3	i	20	0	-2
O=C(Cc1ccccc1)Nc1ccccc1C(=O)N1CCCCC1	2	0	-2	-13	-8	2	i	5	/	2
CC(C)c1ccc(Cc2nnc(NCCCO)[nH]c2=O)cc1	-2	-1	3	15	-4	4	i	43	-6	-1
FC(F)Sc1ccc(NC(=S)NC2CCC(NC(=S)Nc3ccc(SC(F)F)cc3)CC2)cc1 (stereo not given)	1	1	6	6	7	0	i	22	-9	4
CCOc1ccc(NC(=O)COC(=O)C23CC4CC(CC(C4)C2)C3)c([N+](=O)[O-])c1	-21	2	-1	-13	29	-3	i	27	-2	0

Ordered by value in Platelet DG rel (high to low): 6 from the list above
SMILES	GSK3beta inhib	HSP90 refold inh	HDAC3 inhib	HSF-1 act	Platelet DG rel	HSF1 inh	PolyA inhibitor	AI-2 QS modul	Dyrk1A ADPGlo	GSK3 alpha inh
O=C(N/N=C/c1ccc(Br)s1)c1ccccc1[N+](=O)[O-]	-1	0	7	12	1	7	i	26	-5	/
Cc1onc(-c2ccccc2)c1C(=O)Nc1nnc(N2CCCCCC2)s1	4	4	2	-5	-1	-5	i	19	7	-1
Cc1ccc(Sc2cnc3ccccc3n2)cc1	2	-4	-6	36	-2	10	i	-3	7	/
CSc1ncc(Cl)c(C(=O)Nc2ccccc2[N+](=O)[O-])n1	2	-4	7	2	-3	-3	i	20	0	-2
CC(C)c1ccc(Cc2nnc(NCCCO)[nH]c2=O)cc1	-2	-1	3	15	-4	4	i	43	-6	-1
O=C(c1cc(COc2ccc(F)cc2Cl)on1)N1CCC(c2ccncc2)CC1	1	-2	2	-11	-5	-16	i	21	5	0

Ordered by length of the SMILES (highest first): part of the list above
SMILES	GSK3beta inhib	HSP90 refold inh	HDAC3 inhib	HSF-1 act	Platelet DG rel	HSF1 inh	PolyA inhibitor	AI-2 QS modul	Dyrk1A ADPGlo	GSK3 alpha inh
O=S(=O)(N/N=C\c1ccc(-c2ccccc2Cl)o1)c1ccccc1	2	2	7	-23	-4	-4	i	43	-6	-2
CSc1ncc(Cl)c(C(=O)Nc2ccccc2[N+](=O)[O-])n1	2	-4	7	2	-3	-3	i	20	0	-2
CCOc1ccc2oc(C(=O)NC(C)(C)CC)c(C)c2c1	-2	0	-6	40	7	4	/	10	2	-1

Next part:
SMILES	GSK3beta inhib	HSP90 refold inh	HDAC3 inhib	HSF-1 act	Platelet DG rel	HSF1 inh	PolyA inhibitor	AI-2 QS modul	Dyrk1A ADPGlo	GSK3 alpha inh
CC1(c2ccccc2)CC(c2ccccc2)=Nc2nonc2N1 (stereo not given)	0	6	-9	1	6	0	i	-1	-5	1
CC1CN(C(=O)c2cc(S(=O)(=O)N3CCN(c4ccccc4)CC3)ccc2Cl)CC(C)O1 (stereo not given)	-3	/	0	5	-1	0	i	17	14	-2
Cc1ccccc1Sc1ncnc2onc(C)c12	0	3	1	18	-54	18	i	0	3	-2
Cc1nc(-c2ccc(O)c(O)c2)cs1	1	-3	10	-48	-5	-41	i	-9	22	0
CC(C)NCC(O)COCc1ccc(Cl)cc1 (stereo not given)	-2	0	4	53*	-3	17	i	7	/	1
CCc1cccc(C)c1NC(=O)C(c1ccc(O)cc1)N1CCC1=O (stereo not given)	7	0	0	-5	9	-1	i	11	3	15
CC1(C)CC(NC(=O)C23CCC(C)(C2Br)C3(C)C)CC(C)(C)N1 (stereo not given)	-1	7	-1	/	/	/	i	8	-3	0
Cc1ccsc1C(=O)N1CCN(c2ccccn2)CC1	1	-1	-4	-19	8	3	i	2	-2	-2
O=C(Nc1c(F)cc(F)cc1Br)c1cc(-c2ccc(O)cc2)on1	2	1	5	15	-14	0	i	-6	15	0
Cc1cccnc1NC(=O)CSc1nnc(CNC(=O)c2cccc([N+](=O)[O-])c2)n1C	-1	3	/	-2	-2	-3	i	2	-11	2
CCCc1cc(Nc2ccccc2)n2ncnc2n1	2	-5	9	-1	-1	-5	i	19	-7	1
CCOC(=O)NC(=O)c1cn(CCN(C)C)c(=O)[nH]c1=O	1	9	-10	7	0	2	i	38	1	4
CSCC[C@H](N)C(=O)N1CCC(C(=O)N[C@@H](Cc2c[nH]c3ccccc23)C(=O)O)CC1	-1	-3	-9	-18	-3	-5	i	3	-1	-3
O=C(COC(=O)C1CCN(S(=O)(=O)c2cccs2)CC1)Nc1ccccc1	1	-1	-1	15	0	-4	i	13	-3	-1
COc1ccc(CNC(=O)C(=O)NC2CCC(C)CC2)cc1 (stereo not given)	1	-2	-1	0	-10	-1	i	28	-1	-3
CC1=C(C)CC2(SC1)C(=O)N(c1ccccc1)N=C2N (stereo not given)	-1	2	2	12	7	4	i	-8	-4	-5
O=C(O)COCCN1CCN(C(c2ccccc2)c2ccc(Cl)cc2)CC1 (stereo not given)	-1	8	-8	6	5	6	i	20	11	-5
O=C(O)c1cccnc1C(=O)N1CCc2c([nH]c3ccccc23)C1C(F)(F)F (stereo not given)	-2	6	-4	13	1	-1	i	13	/	-3
O=C(CCN1C(=O)c2ccccc2C1=O)NCc1ccc(F)cc1	-1	-2	-1	-2	3	-4	i	10	0	-1
O=C(NCc1cccnc1)c1ccc(Br)o1	1	/	0	-12	21	-9	i	2	4	1
CC1(C)CC(=O)c2ccc(OCc3ccc([N+](=O)[O-])cc3)cc2O1	-2	-1	0	70*	-9	41	i	21	/	5
CCCCc1nc2ccc(S(=O)(=O)O)cc2[nH]1	1	2	-2	4	3	-4	i	11	3	0
COc1cc(NC(=O)C2CC(c3cccc(OC)c3OC)=NO2)cc(OC)c1OC (stereo not given)	3	3	5	-3	-1	1	i	18	/	-1
O=C1CSC(c2cccc([N+](=O)[O-])c2)N1c1c(F)cccc1F (stereo not given)	/	-4	-1	10	-2	-2	i	/	11	-3
CC1CCCCC1NC(=O)c1ccc(-n2cncn2)c([N+](=O)[O-])c1 (stereo not given)	2	/	-6	1	-7	-2	i	16	7	0
Cc1nn(CCC(=O)NNC(=S)NCC(C)C)c(C)c1Br	3	6	-1	31	10	2	/	10	2	-1
CC1=C(C)C(c2ccccc2)NC(=S)N1 (stereo not given)	1	-4	8	-1	6	-5	i	-2	-4	-2
Cn1c(N)c(C(=O)COC(=O)c2cc(-c3ccco3)nc3ccccc23)c(=O)n(C)c1=O	0	1	/	2	2	7	i	23	2	/
CC(C)(C)OC(=O)N/N=C/c1cccc([N+](=O)[O-])c1	-5	-6	7	1	4	-3	i	13	11	0
CCCCCCCCCCCCS[C@H]1CS(=O)(=O)C[C@@H]1O	-22	0	4	-3	2	1	i	8	2	-1
Fc1cccc(Nc2nc(Cl)nc(Cl)n2)c1	0	0	-8	11	-4	0	i	14	21	4
CCOC(=O)C1=C(C)N=c2s/c(=C\c3ccc(O)c([N+](=O)[O-])c3)c(=O)n2C1c1ccccc1OC (stereo not given)	3	-1	16	-6	9	0	i	28	1	-2
CCOC(=O)Cc1nnc(-c2ccccc2)o1	0	1	0	-1	-8	5	i	16	10	4
CC1=C/C(=N\NC(=S)Nc2cccnc2)CC(C)(C)C1	0	1	/	27	-2	4	i	26	/	/
COc1cc(OC)cc(C(=O)OCC(=O)NCc2ccc3c(c2)OCO3)c1	0	4	1	-3	-4	1	i	18	/	/
